From PubChem
ADAM17 inh – ADAM17 inhibitors, primary screen, biochemical, QFRET; Disintegrin and metalloproteinase domain-containing protein 17 (Homo sapiens), P78536; recombinant ADAM17, EDANS/DABCYL FRET peptide cleavage; inhibition, % at 6.95 µM; actives 0.83% (n = 370,000); AID 720648, 2013;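 active = inhibition above the mean of compounds lying between control limits plus 3 SD, set per campaign, cut at about 8.5% in these data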;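 also: 0% = DMSO-only wells as the low control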
hgDAF-12 ag – H. glycines DAF-12 receptor agonists, primary screen, cell-based, luminescence, HEK293, GAL4 fusion, UAS-luciferase; Nuclear hormone receptor DAF-12 (Heterodera glycines), GAL4 fusion; HEK293 GAL4-hgDAF12 UAS-luciferase reporter, agonist luminescence; normalized to butyrate control; activation, % at 6.8 µM; actives 1.8% (n = 370,000); AID 687014, 2013;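 active = activation above a cutoff set at the mean of all screened compounds plus 3 SD, cut at about 10% in these data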;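 also: 0% = DMSO wells and 100% = sodium butyrate wells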
PLCb3 inh – human PLC-beta3 inhibitors, primary screen, biochemical, fluorescence. 1-phosphatidylinositol 4,5-bisphosphate phosphodiesterase beta-3 (Homo sapiens), Q01970. Purified PLC-beta3, fluorogenic substrate. inhibition, % at 12.2 µM. actives 0.18% (n = 370,000); in the data active = inhibition above about 11%;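 also: 0% = median of compound wells on plate and 100% = full blocker control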
Target sequence (Q01970 whole entry, looked up): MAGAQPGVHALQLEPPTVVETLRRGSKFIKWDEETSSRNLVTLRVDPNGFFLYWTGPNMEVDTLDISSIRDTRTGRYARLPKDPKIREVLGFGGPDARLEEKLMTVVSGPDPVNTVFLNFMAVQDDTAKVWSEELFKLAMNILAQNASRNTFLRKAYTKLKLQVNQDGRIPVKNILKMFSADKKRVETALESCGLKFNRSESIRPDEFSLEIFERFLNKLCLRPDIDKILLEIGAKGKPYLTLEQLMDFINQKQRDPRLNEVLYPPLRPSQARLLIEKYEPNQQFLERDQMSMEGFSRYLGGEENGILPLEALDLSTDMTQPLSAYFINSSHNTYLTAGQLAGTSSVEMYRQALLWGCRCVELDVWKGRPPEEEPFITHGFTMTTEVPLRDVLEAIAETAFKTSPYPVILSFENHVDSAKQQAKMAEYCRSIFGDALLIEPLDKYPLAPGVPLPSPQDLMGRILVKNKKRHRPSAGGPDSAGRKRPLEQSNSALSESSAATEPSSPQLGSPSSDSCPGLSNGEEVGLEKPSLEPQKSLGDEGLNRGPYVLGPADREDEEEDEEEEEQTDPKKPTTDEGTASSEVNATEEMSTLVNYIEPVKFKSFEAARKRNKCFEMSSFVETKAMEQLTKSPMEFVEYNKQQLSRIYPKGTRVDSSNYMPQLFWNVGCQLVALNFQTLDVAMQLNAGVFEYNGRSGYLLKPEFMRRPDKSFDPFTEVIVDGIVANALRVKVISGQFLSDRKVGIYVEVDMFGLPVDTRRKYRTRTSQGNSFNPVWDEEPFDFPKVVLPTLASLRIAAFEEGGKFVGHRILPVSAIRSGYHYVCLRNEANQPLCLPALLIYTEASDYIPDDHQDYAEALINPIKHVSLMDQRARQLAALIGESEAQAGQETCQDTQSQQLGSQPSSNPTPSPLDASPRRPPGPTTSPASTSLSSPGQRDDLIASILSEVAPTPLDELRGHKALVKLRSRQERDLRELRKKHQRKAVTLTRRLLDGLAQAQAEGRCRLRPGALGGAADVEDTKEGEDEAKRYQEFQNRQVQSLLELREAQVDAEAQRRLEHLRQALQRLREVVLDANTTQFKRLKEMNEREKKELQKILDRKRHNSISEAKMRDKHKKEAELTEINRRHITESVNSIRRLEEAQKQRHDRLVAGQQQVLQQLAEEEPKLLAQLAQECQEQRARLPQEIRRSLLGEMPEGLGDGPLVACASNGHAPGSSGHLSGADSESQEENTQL
ssDAF12 agonist – S. stercoralis DAF-12 nuclear receptor activators, primary screen, cell-based, luminescence, HEK293, GRIP1 co-expression, lit1-tk-luc. Nuclear hormone receptor DAF-12 (Strongyloides stercoralis). HEK293 ssDAF-12/GRIP1 lit1-tk-luc reporter; % of 3 µM dafachronic acid response. activation, % at 6.8 µM. actives 1% (n = 370,000);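 active = activation above the mean over all tested compounds plus 3 SD, cut at about 0.9% in these data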;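 also: 0% = DMSO-only wells and 100% = 3 µM delta7-dafachronic acid wells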
SMARCA2 activ – SMARCA2 (BRM) function activators, primary screen, cell-based, luminescence, high throughput; MG213 cells, MMTV-luciferase reporter, dexamethasone, overnight; activation, % at 9.1 µM; actives 1% (n = 370,000); AID 652017, 2013; in the data active = activation above about 7.8%;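 also: 0% = vehicle wells and 100% = reference activator wells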
hcDAF12 agonist – H. contortus DAF-12 nuclear receptor activators, primary screen, cell-based, luminescence, HEK293, lit1-tk-luc reporter | HEK293 hcDAF-12 lit1-tk-luc reporter; 0% DMSO, 100% Δ7-dafachronic acid | activation, % at 6.8 µM | actives 1.4% (n = 370,000) | AID 652067, 2013;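 active = activation above the mean of all tested compounds plus 3 SD, cut at about 5.5% in these data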;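 also: 100% = response to 3 µM Δ7-dafachronic acid high control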
PLC-gamma1 inh – PLC-gamma1 enzyme inhibitors, primary screen, biochemical, fluorescence, purified enzyme | 1-phosphatidylinositol 4,5-bisphosphate phosphodiesterase gamma-1 (Homo sapiens), P19174 | fluorogenic substrate | inhibition, % at 12.2 µM | actives 0.84% (n = 370,000) | AID 720700, 2013; in the data active = inhibition above about 9.5%
MBD2 inh – inhibitors of MBD2 binding to methylated DNA, primary screen, biochemical, TR-FRET, DNA-binding domain, human. inhibition, % at 4.4 µM. AID 686964, 2013. actives 0.31% (n = 370,000). MBD2 binding to methylated oligonucleotide; in the data active = inhibition above about 13%
DAX1 inh-1 – DAX1 (NR0B1) inhibitors on StAR promoter, primary screen, cell-based, luminescence, SF-1 (NR5A1), full-length DAX-1. actives 1.1% (n = 370,000). inhibition, % at 6.8 µM. HEK293T StAR-luciferase reporter, SF-1/DAX-1 repression relief. AID 652010, 2013;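 active = inhibition above the mean over all tested compounds plus 3 SD, cut at about 3.6% in these data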;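 also: 0% = DAX-1 cells with DMSO and 100% = cells lacking DAX-1 with DMSO; higher inhibition means more luminescence from relief of DAX-1 repression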
DAX1 inh-2 – DAX1 (NR0B1) inhibitors, primary screen, cell-based, HEK293, Gal4-DAX1, luciferase luminescence. HEK293 Gal4-DAX1 luciferase reporter. actives 0.99% (n = 340,000). inhibition, % at 6.75 µM. AID 504766, 2011. Nuclear receptor subfamily 0 group B member 1 (Homo sapiens), P51843;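 active = inhibition above the mean over all tested compounds plus 3 SD, cut at about 4.2% in these data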;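 also: 0% = DAX1-transfected cells with DMSO and 100% = empty-vector control cells with DMSO; inhibition shows as a rise in luminescence from relieved DAX1 repression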
NR1D1 modulator – modulators of Rev-erb alpha DNA binding, primary screen, biochemical, FITC-DNA, fluorescence polarization, uHTS; Rev-erbα–FITC-DNA binding, 90 min; activity, % at 10 µM; Nuclear receptor subfamily 1 group D member 1 (Homo sapiens), P20393; actives 0.79% (n = 370,000);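 active = activity above about 14%, limit read from the data; passing the limit was not always enough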;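 also: 0% = DMSO wells with 35 nM protein and 100% = DMSO wells with 750 nM protein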
Numbers without * were called inactive; i = inactive; · = no result given.

Results follow in this order: ADAM17 inh, hgDAF-12 ag, PLCb3 inh, ssDAF12 agonist, SMARCA2 activ, hcDAF12 agonist, PLC-gamma1 inh, MBD2 inh, DAX1 inh-1, DAX1 inh-2, NR1D1 modulator
> O=C(Cn1cc2c(n1)CCCCC2)N1CCc2ccccc21
    -2, 3.4, 3, 0.2, 0, 6.3*, -1, 1, 0.6, 1.9, -4
> CCC(=O)Nc1c2c(nn1-c1ccc(F)cc1)CS(=O)(=O)C2
    2, -0.1, -3, -0.6, 2, -0.8, 4, 2, 0.6, 0.9, -10
> O=S1(=O)CC(O)C(NCCO)C1 (stereo not given)
    -1, -1.1, 0, -0.5, 3, -0.5, 6, -6, -0.8, 0.2, -4
> COc1ccc(C(=O)COC(=O)Cn2c(C)csc2=O)c(OC)c1
    -2, 3.7, -4, -0.9, 4, 0.2, 2, -1, 0.7, -1.5, 3
> COC(=O)C1=C(C)N=C2SC(C)C(=O)N2C1/C=C/c1ccccc1OC (stereo not given)
    0, -0.7, -1, -0.5, -2, 0.5, -5, -4, -0.5, 2.3, 3
> COC(=O)c1ccc(NC(=O)Nc2ccccc2C)cc1
    2, 12*, 1, -1.6, 1, -1.8, 3, 2, 0.2, -0.9, 1
> COc1ccc(CN2C(=O)c3cccnc3C2=O)cc1S(=O)(=O)N1CC(C)CC(C)C1 (stereo not given)
    -5, -0.9, -9, -1.0, -3, 1.7, 2, 1, -0.2, 0.5, -1
> CC(=O)COc1ccc2cc(-c3ccccc3)c(=O)oc2c1
    i, 17*, i, 0.2, 6, 6.2*, i, -4, 1.9, 3.5, 13
> CSc1cccc(NC(=O)CN(Cc2ccc(Cl)cc2)S(C)(=O)=O)c1
    5, -0.1, 3, -1.5, -1, -0.7, -2, -6, -0.8, -0.8, -4
> CC(C)C1C(=O)N(Cc2cn(CC3CCCCC3)nn2)CCS(=O)(=O)N1Cc1ccc(-c2ccc(F)cc2)cc1 (stereo not given)
    3, -2.2, -3, -0.8, -6, -1.2, -1, 0, -0.1, 0.0, -2
> Cc1ccc(C(=O)Oc2oc(-c3ccco3)nc2C=Nc2ccc(Cl)cc2)cc1
    1, 9.4, 1, 0.6, 8.0*, 8.3*, 1, -1, 4.6*, 0.3, 2
> Cc1cc(C)cc(OCCNC(=O)c2ccc(Br)cc2)c1
    -2, 0.8, -5, -1.4, -1, -1.2, 1, -4, -0.4, -0.4, 1
> COc1ccc(CC(=O)N2CCc3ccccc32)cc1
    -4, 8.1, 1, 0.1, 0, 4.1, 7, 7, 1.8, -0.5, -1
> COc1ccc(CCn2c(C)cc(C(=O)CN3C(=O)C(=O)N(C4CCCC4)C3=O)c2C)cc1OC
    1, -0.3, -3, -1.5, 1, -1.1, 2, -5, -1.6, -0.5, -2
> O=C(NC(Cc1c[nH]c2ccccc12)C(=O)O)c1ccc(F)cc1 (stereo not given)
    -2, 3.5, -5, 0.4, 0, 2.1, 1, 4, 0.7, 0.8, 1
> CCn1c(C(C)C)n[nH]c1=S
    -1, -0.8, 3, -0.2, -5, -0.3, 2, 1, -0.5, 0.4, 1
> COc1cccc(-c2nnn(CC(=O)N(C3CCCCC3)C3CCS(=O)(=O)C3)n2)c1 (stereo not given)
    3, -0.9, 1, -1.6, -2, 0.6, 2, 5, 0.1, 2.3, -8
> CCn1c(COc2ccccc2)nnc1SCC(=O)Nc1ccc(Oc2ccccc2)cc1
    -1, -1.0, 2, -1.7, -3, -0.2, 3, -1, -0.9, ·, 1
> C[C@@H]1CN([C@@H](C)CO)C(=O)c2cc(Br)cnc2O[C@H]1CN(C)C(=O)Cc1ccccn1
    6, 1.5, 4, -1.1, -5, 1.4, 6, 1, 0.9, 0.0, -4
> Cc1c(C(=O)NCc2ccc(F)cc2)sc(=O)n1Cc1ccc(C(=O)c2ccccc2)cc1
    -1, 0.8, 5, -1.1, 0, -0.8, 3, -2, -0.5, ·, 3
> O=C(c1ccc(S(=O)(=O)N2CCCCCC2)cc1)N1CCC(CN2C(=O)c3cccc4cccc(c34)C2=O)CC1
    -5, 0.2, 1, -1.0, 0, -1.8, 0, -4, -0.2, 0.9, 10
> O=S1(=O)CCOC[C@H](CC2CCCCC2)N1Cc1cccc(C(F)(F)F)c1
    4, -1.2, 0, -1.4, -2, -1.5, 1, 4, -0.3, 0.7, 5
> Cc1cnc(NC2=NCCC2)s1
    1, 1.2, 2, -1.2, 2, -1.1, -1, 0, -0.4, 0.1, -7
> CC(=Nc1ccccc1)C1=C(O)CSC1=O
    -3, 3.8, -14, -0.4, 8.6*, 1.9, -9, -5, 1.9, 2.0, -3
> CCN1CCN(Cc2nc3c(c(=O)n(C)c(=O)n3C)n2Cc2cccc3ccccc23)CC1
    0, -1.0, 2, -1.3, 6, -1.2, 3, -6, -1.2, -0.7, -2
> Cc1ccc(S(=O)(=O)N2C3C=CC(C3)C2C(=O)O)cc1 (stereo not given)
    -2, -2.0, 1, 0.7, -2, 1.2, 2, 1, 0.9, 0.2, -2
> CCOc1cccc(/C=C/C(=O)O)c1
    -4, 4.7, -10, -1.7, -4, 2.3, -2, -8, -0.2, -0.4, -3
> CN(C(=O)c1cccc(NC(=O)Cc2cccc(NC(=O)C3CCCN(C(=O)C4CCC4)C3)c2)c1)C1CC1 (stereo not given)
    -3, -2.0, 2, -1.5, -1, -0.6, 4, 2, -0.4, 0.1, 0
> O=C1c2ccccc2NC(c2cccc([N+](=O)[O-])c2)N1O (stereo not given)
    -4, 0.5, -2, -1.2, -1, 0.5, 2, 3, 0.0, -0.1, -1
> COCCN(C(=O)COC(=O)c1ccc2c(c1)OCO2)c1c(N)n(Cc2ccccc2)c(=O)[nH]c1=O
    0, -0.2, 1, -1.7, 2, -0.7, -3, -2, -1.0, 4.4*, -5
> CCn1c(SCc2nc(-c3ccccc3)no2)nc2ccccc21
    0, -2.3, 1, -1.5, -5, -2.2, 5, -3, -0.5, -0.8, -6
> C#CCOCCOCCOCCNc1nc(N2CCN(C(=O)[C@H](CCC(=O)O)n3cc([C@@H](N)[C@H](C)CC)nn3)CC2)nc(N2CCN(C(=O)[C@H](CCC(=O)O)n3cc([C@@H](N)CC(N)=O)nn3)CC2)n1
    -5, 2.5, -1, -1.2, -3, 0.0, -4, -3, 1.0, 0.2, 9
> COc1cc(C(=O)NCc2cc3ccccc3n2C)cc(OC)c1OC
    -6, -2.5, -7, -1.1, -2, 0.1, -1, -5, -0.1, -0.1, -4
> Cc1cccc(N2CCN(S(=O)(=O)c3cnc[nH]3)CC2)c1C
    -5, -0.2, 1, -1.4, -3, -0.6, -2, 3, 0.3, -0.3, 1
> COc1ccc(C(=O)NC(=O)Nc2cc(C)ccn2)cc1
    -2, 8.5, 3, 0.6, 12*, 7.7*, 2, -5, 6.6*, -1.2, -8
> O=C(c1cn(-c2ccccc2)nc1-c1cccnc1)N1CCCCC1
    -2, 0.7, 0, -1.6, -1, -1.3, -1, -2, -0.9, -0.9, 2
> Cc1ccc(OC[C@@H](O)CN2CCC(C(O)(c3ccccc3)c3ccccc3)CC2)cc1
    0, -0.9, 0, -0.9, -5, 0.8, -1, 3, 0.3, ·, -6
> CCOC(=O)Cn1c(=O)c2c(nc3n2CCCCN3c2ccc(OCC)cc2)n(C)c1=O
    -6, -1.4, -5, -1.4, -1, -1.1, 0, 2, -0.2, 1.7, 1
> CCc1nc2ccc(C(=O)N(C)Cc3ccccc3)cn2c1N(C)CCCc1ccccc1
    2, 1.1, -15, -1.2, 6, -0.2, -10, 0, 1.2, ·, -5
> Cc1no[n+]([O-])c1COc1ccccc1/C=C1\NC(=S)NC1=O
    -2, 3.4, -6, -0.5, -1, -0.2, -2, -7, -0.6, -0.7, 1
> COc1ccccc1NC(=O)Cc1nc(CCl)cs1
    1, 0.0, 7, -0.8, -3, -0.2, 5, -9, 0.2, 1.4, 0
> COC(=O)C(C(=O)Nc1cccc(Cl)c1C)C1CCCC1 (stereo not given)
    1, 0.1, 1, -1.8, 2, -1.5, -1, 4, 0.3, -0.7, -4
> CCOC(=O)N1CCN(C(=O)CSc2ccc(-c3ccccc3OC)nn2)CC1
    -6, -1.6, 0, -1.4, -2, -0.8, -2, -1, -1.5, -0.6, 3
> CCOC(=O)C(NCCc1ccccc1F)(NC(=O)CC)C(F)(F)F (stereo not given)
    -1, -0.5, -1, -1.3, -2, -1.0, 0, 4, 0.2, -0.7, -2
> Cc1ccc(C2=NC3(CCCC3)NC2=S)cc1
    -6, 2.4, 3, -1.5, 3, -0.2, 8, 7, -0.2, -0.2, 2
> O=C(Nc1cccc(F)c1)NC1(C(=O)NCC2CCCO2)CCCCC1 (stereo not given)
    -2, 2.1, -9, -1.0, -1, -2.8, -3, -2, -0.4, 0.1, 5
> CCN(Cc1ccccc1)C(=S)NC(=O)c1ccccc1Br
    -4, -0.2, 3, -0.9, -2, -1.5, 1, 6, -0.5, -0.4, -2
> Clc1cccc(/C(Cc2nc3ccccc3[nH]2)=N\Nc2ccccc2)c1
    -1, 3.3, -67, 1.0*, 1, 0.8, -51, 1, 0.8, -0.3, 12
> COc1ccccc1OCCn1c(C)c(C=O)c2ccccc21
    -4, -4.9, -7, -2.2, -4, -3.3, 0, 3, -0.9, -1.8, -4
> Cc1ccc(/C=C(\NC(=O)c2ccccc2)C(=O)N2CCCCC2)cc1
    0, -0.7, -4, -1.8, -2, 0.2, 1, -3, 0.1, 1.3, -1
> COc1ccc2[nH]c3c(c2c1)CC(C)NC3=O (stereo not given)
    -189, 7.6, -365, -2.3, -3, 1.9, -276, -2, -1.0, -0.6, -2
> CCC(c1nnnn1C(C)(C)C)N1CCN(C(=O)c2ccco2)CC1 (stereo not given)
    -3, -0.4, -6, -1.0, -1, -0.2, 0, -3, 0.2, -0.6, 0
> COc1ccccc1CNC(=O)c1ccccc1OCc1ccc(F)cc1
    3, -1.7, -2, -1.5, -2, -0.6, -2, -2, 0.2, -0.1, -1

Entries of single compounds as entered above. Order of values: ADAM17 inh, hgDAF-12 ag, PLCb3 inh, ssDAF12 agonist, SMARCA2 activ, hcDAF12 agonist, PLC-gamma1 inh, MBD2 inh, DAX1 inh-1, DAX1 inh-2, NR1D1 modulator
Profile of Cc1ccc(/C=C(\NC(=O)c2ccccc2)C(=O)N2CCCCC2)cc1 → 0, -0.7, -4, -1.8, -2, 0.2, 1, -3, 0.1, 1.3, -1
Profile of COc1ccccc1OCCn1c(C)c(C=O)c2ccccc21 → -4, -4.9, -7, -2.2, -4, -3.3, 0, 3, -0.9, -1.8, -4
